# Screening results (PubChem BioAssay)
# GAA glycogen: GAA glycogen-cleavage inhibition or activation; Potency, µM (series often up to 76.4 µM), for the others: top-dose activity change, negative = inhibition, actives largely listed as inhibitors; recombinant GAA, glycogen substrate, Amplex Red glucose oxidase fluorescence; actives 0.38% (n = 300,000); P10253;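 also: 0% = full enzyme reaction and -100% = no-enzyme basal signal; the screen sought inhibitors and activators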
#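 Recombinant human enzyme (4 nM); glycogen substrate; 37 C, 40 min, pH 5.0. Readout: coupled glucose oxidase/Amplex Red fluorescence.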
# GAA inh: blocks human lysosomal alpha-glucosidase; P10253; purified human GAA, 4-MU-alpha-glucoside fluorescence; Potency, µM (series often up to 76.9 µM), for inactives: top-dose activity change, negative = inhibition, actives largely listed as inhibitors; actives 0.005% (n = 200,000);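 also: plate controls were uninhibited enzyme wells for no effect and no-enzyme background for full effect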
#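 Enzyme (4 nM final) mixed with compound (up to 77 uM), then 4-MU-alpha-D-pyranoside (400 uM final) added; 20 min at room temperature, pH 5.0. Reaction stopped at pH 10, fluorescence read, AC50 derived by Hill fit.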
# GAA spleen mod: lysosomal alpha-glucosidase (human) modulation. P10253. human spleen homogenate, 4-MU-alpha-glucoside fluorescence. Potency, µM (highest dose often 79.9 µM), inactives show at the highest dose activity change, negative = inhibition, hits mostly inhibitors. actives 0.006% (n = 240,000). AID 2112;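 also: 0% = enzyme with vehicle and -100% = no enzyme basal signal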
#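 Compounds were titrated against alpha-glucosidase in spleen homogenate at pH 5.0, with 1 mM 4-methylumbelliferyl substrate for 40 min at 37 C. Reactions were quenched with pH 10 NaOH/glycine and fluorescence measured.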
# Epigenetic reg: epigenetic control regulation, reporter derepression; Potency, µM (series often up to 53.9 µM), without a hit: at the highest dose GFP activation, actives largely listed as activators; murine LDR cells, GFP reporter derepression, 30 h; actives 0.2% (n = 280,000); also: % of control where 0% means no effect; nearly all actives have a fitted effect of over 60% in size
#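 GFP-positive cell count by laser-scanning cytometry (objects 20–120 um) after 30 h, 37 C compound exposure of murine LDR cells; reporter is CMV-GFP integrated at a silenced locus, inducible by HDAC or DNMT inhibitors.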
# Tau fluor counter: counter-screen for tau fibril formation inhibitors; tau K18 P301L Alexa594 fluorescence, heparin fibrillization; actives 0.93% (n = 280,000); Potency, µM (highest dose often 57.7 µM), for inactives: at the highest dose activity change, negative = decrease; AID 1463; also: % is scaled to controls: 0 for no effect and ±100 for the full control effect; nearly all actives have a fitted effect of over 55% in size
#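 Human tau K18 P301L (15 uM unlabeled, 0.24 uM Alexa 594-labeled) in 100 mM sodium acetate pH 7 with 20 uM heparin, 6 hr at 37 C. ThT 30 uM added, 1 hr ambient; Alexa 594 FP and total fluorescence read at 555/632 nm.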
# NPSR antag: neuropeptide S receptor (human) antagonism, cAMP | AID 1461 | Q6W5P4 | CHO-NPSR cells, cAMP TR-FRET, antagonist mode | Potency, µM (series often up to 38.3 µM), for the others: at the top dose activity change, negative = inhibition, most hits filed as inhibitors | actives 1% (n = 220,000); also: % is scaled to controls: 0 for no effect and ±100 for the full control effect; nearly all actives have a fitted effect of over 50% in size; many of its hits are not listed in these tables
# Target sequence (Q6W5P4 whole entry, looked up): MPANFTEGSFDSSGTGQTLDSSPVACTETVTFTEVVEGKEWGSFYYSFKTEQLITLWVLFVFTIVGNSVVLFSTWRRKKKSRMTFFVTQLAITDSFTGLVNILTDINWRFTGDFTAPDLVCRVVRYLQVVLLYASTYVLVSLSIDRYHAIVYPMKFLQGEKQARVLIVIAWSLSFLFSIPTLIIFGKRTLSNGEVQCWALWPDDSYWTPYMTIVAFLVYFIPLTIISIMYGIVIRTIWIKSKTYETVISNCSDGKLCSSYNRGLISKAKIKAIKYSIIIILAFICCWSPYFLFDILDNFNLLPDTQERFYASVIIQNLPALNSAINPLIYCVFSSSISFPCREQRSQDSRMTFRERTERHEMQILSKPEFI
# ALDH1A1 block: inhibitors of human aldehyde dehydrogenase 1A1; P00352; Purified ALDH1A1, NADH fluorescence, propionaldehyde substrate; Potency, µM (titrated, usually from 75.3 µM), for inactives: at the highest dose activity, negative = inhibition, most hits filed as inhibitors; actives 7.3% (n = 220,000); AID 1030; active = well fitted inhibition curve with a large enough effect, not every such curve was filed as active; inconclusive = small, poorly fitted or top-dose-only effect, or another doubt; inactive = no such curve, though single readings can be large or run the other way;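 also: plate controls were no enzyme wells and a reference inhibitor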
# Target sequence (P00352 whole entry, looked up): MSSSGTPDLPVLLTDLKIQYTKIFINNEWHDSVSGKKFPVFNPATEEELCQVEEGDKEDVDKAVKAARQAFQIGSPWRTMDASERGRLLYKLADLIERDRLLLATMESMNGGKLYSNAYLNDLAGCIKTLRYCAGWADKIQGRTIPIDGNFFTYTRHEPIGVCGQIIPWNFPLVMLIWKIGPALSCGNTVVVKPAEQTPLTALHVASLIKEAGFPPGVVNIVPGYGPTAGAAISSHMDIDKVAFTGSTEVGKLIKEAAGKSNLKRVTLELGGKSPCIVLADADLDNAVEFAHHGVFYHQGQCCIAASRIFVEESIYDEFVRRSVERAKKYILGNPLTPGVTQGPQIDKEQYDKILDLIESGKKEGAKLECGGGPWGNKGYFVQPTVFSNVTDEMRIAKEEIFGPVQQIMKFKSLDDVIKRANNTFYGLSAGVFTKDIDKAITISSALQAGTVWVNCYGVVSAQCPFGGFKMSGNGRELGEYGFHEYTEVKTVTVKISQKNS
# GLA spleen mod: inhibitors or activators of human alpha-galactosidase in spleen homogenate; actives 0.008% (n = 240,000); Potency, µM (top dose mostly 80 µM), inactives show top-dose activity change, negative = inhibition, actives largely listed as inhibitors; P06280; human spleen homogenate, 4MU-alpha-Gal fluorescence, 40 min;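 also: 0% = enzyme with vehicle and -100% = no enzyme basal signal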
#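 qHTS titration in buffer at pH 5.0. Alpha-galactosidase activity in spleen homogenate was measured via 4-methylumbelliferone release from 1 mM fluorogenic substrate after 40 min at 37C and a pH 10 stop. AC50 came from Hill fits of control-normalized data.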
# Starred values were filed as active, the others as inactive; u = inconclusive; x = not tested or not shown; & = joins results of further samples; [ ] = remark or other dose. Unless noted, calls follow the shape of the dose curve; as a rule, active = well fitted curve in the direction sought with a large enough effect; inconclusive = small, poorly fitted or top-dose-only effect, or another doubt; inactive = no such curve, though single readings can be large; an effect the other way counts as inactive or inconclusive. Potency is read from the fitted curve at half-maximal effect. Only part of the results is shown. The share of hits here may be higher or lower than overall.
SMILES,GAA glycogen,GAA inh,GAA spleen mod,Epigenetic reg,Tau fluor counter,NPSR antag,ALDH1A1 block,GLA spleen mod
Cc1ccc(NC(=O)CSCc2n[nH]c(=O)[nH]2)c(Br)c1,-6%,8%,2%,-1.8%,4%,14%,10%,4%
CCc1ccc(-c2csc(NC(=O)c3cccnc3)n2)cc1,-1%,-12%,-7%,1.3%,-6%,4%,-9%,-18%
O=[N+]([O-])c1cc2c(cc1/C=N/NS(=O)(=O)c1ccc(Br)cc1)OCO2,-8%,-3%,5%,-0.4%,-13%,-47%,3.2µM*,4%
O=C1CC(c2ccccc2F)C2=C(COC2=O)N1 (configuration not stated),9%,0%,-3%,-1.3%,8%,10%,18µM*,0%
COc1cc(O)oc1C=Nc1ccc(C(=O)O)cc1,-9%,-6%,x,-1.3%,-4%,-6%,-5%,2%
C[n+]1c2n(c3ccccc31)N=C(c1ccccc1)CS2,7%&-5%,-3%&-4%,-9%&-13%,4.4%&-0.9%,-14%&-2%,-3%,u,-2%&-5%
Cc1nnc(Cl)c2nn(-c3ccccc3)c(C)c12,2%,-4%,3%,0.9%,-13%,1%,-9%,2%
CNC(=O)COC(=O)c1c2c(nc3ccccc13)CCC2,3%,3%[15.4 µM],-1%,2.1%,-24%,-13%,u,1%
CCOc1ccc(C(=O)N2CCc3cc(OC)c(OC)cc3C2)cc1OCC,11%,-8%,0%,-0.6%,-13%,-5%[46.1 µM],5%,11%
CCN1CCN(C(=S)Nc2ccc([N+](=O)[O-])cc2)CC1,3%,6%,-7%,0.1%,-7%,5%[46.1 µM],-15%,1%
CN1CCN(C(=O)c2nc3ccc(Cl)cc3[nH]2)CC1,x,x,-6%,0.7%,-13%,x,-2%,2%
C=CC1(C)CC(=O)C2(O)C(C)(O1)C(OC(C)=O)C(O)C1C(C)(C)CCC(O)C12C (configuration not stated),x,x,-1%&8%,-0.1%&2.5%,-1%&-9%,u,-3%&-3%,-7%&2%
CCOC(=O)c1c(NC(=O)CCCN2CCOCC2)sc2c1CC(C)(C)OC2,-5%,-5%,-7%,-0.9%,-10%,-18%[46.1 µM],u,-12%
Cc1ccc2ncnc(Nc3ccccc3)c2c1,1%,7%,5%,-1.1%,-7%,-4%,4%,1%
COc1ccc(CCNC(=O)CSc2nnnn2-c2ccc(OC)c(OC)c2)cc1OC,4%,-14%,2%,0.0%,-12%,24%,1%,-6%
O=C(OC[C@@H](O)CO)c1ccccc1Nc1ccnc2cc(Cl)ccc12,x,x,-9%[29.1 µM],6.5%[16.9 µM],x,x,6%[20.9 µM],2%[29.1 µM]
Cc1[nH]c2ccc(-c3n[nH]c(=S)n3-c3ccc(Br)cc3)cc2c1C,-9%,1%,1%,-1.1%,-20%,-44%,13%,3%
Cc1nc(SCC(=O)c2ccc(Cl)cc2)c([N+](=O)[O-])[nH]1,-14%,u,6%,0.0%,-23%,-6%[46.1 µM],0%,6%
Fc1ccc2nc(N3CCOCC3)sc2c1,0%,-4%,3%,-2.1%,-5%,24%,7%,7%
CCOC(=O)/C(N=O)=C(\O)C1CCN(C(=O)OCC)CC1,7%,-9%,1%,2.8%,-7%,8%[46.1 µM],u,8%
O=C(O)C(Cc1ccccc1)N1C(=O)/C(=C/c2cccnc2)SC1=S (configuration not stated),3%,x,-9%,0.0%,-8%,3%[7.67 µM],x,-9%
COC(=O)N/N=C/c1ccc(-c2ccc(Cl)cc2Cl)o1,0%,x,2%,0.0%,-20%,-2%,x,-4%
O=C(O)CCCn1cc(NC(=O)COc2ccc([N+](=O)[O-])cc2)cn1,2%,-3%,-1%,1.3%,-10%,7%,15%,1%
Cc1nc(SCC(=O)NCC(F)(F)F)c2c(-c3cccs3)csc2n1,13%,0%,8%,-1.0%,-8%,-6%,13%,1%

# One compound at a time, as listed above. Order of screens: GAA glycogen | GAA inh | GAA spleen mod | Epigenetic reg | Tau fluor counter | NPSR antag | ALDH1A1 block | GLA spleen mod
# `COc1ccc(CCNC(=O)CSc2nnnn2-c2ccc(OC)c(OC)c2)cc1OC` as listed: 4% | -14% | 2% | 0.0% | -12% | 24% | 1% | -6%
# `CCOC(=O)/C(N=O)=C(\O)C1CCN(C(=O)OCC)CC1` as listed: 7% | -9% | 1% | 2.8% | -7% | 8%[46.1 µM] | u | 8%

# Reprinted from the listing for reference:
SMILES,GAA glycogen,GAA inh,GAA spleen mod,Epigenetic reg,Tau fluor counter,NPSR antag,ALDH1A1 block,GLA spleen mod
COC(=O)N/N=C/c1ccc(-c2ccc(Cl)cc2Cl)o1,0%,x,2%,0.0%,-20%,-2%,x,-4%
O=C(O)CCCn1cc(NC(=O)COc2ccc([N+](=O)[O-])cc2)cn1,2%,-3%,-1%,1.3%,-10%,7%,15%,1%
Cc1nc(SCC(=O)NCC(F)(F)F)c2c(-c3cccs3)csc2n1,13%,0%,8%,-1.0%,-8%,-6%,13%,1%

# (continued)
SMILES,GAA glycogen,GAA inh,GAA spleen mod,Epigenetic reg,Tau fluor counter,NPSR antag,ALDH1A1 block,GLA spleen mod
COC(=O)N/N=C(\C)c1ccc(OC(F)F)cc1,-12%,0%,-3%,0.0%,4%,21%,4%,-5%
O=C(NCCc1ccccc1)C(=O)c1c(-c2ccccc2)cc2ccccn12,2%,-8%,2%,0.0%,-13%,-22%[46.1 µM],-8%,7%
CO[C@]12C(COC(N)=O)C3=C(C(=O)C(C)=C(N)C3=O)N1CC1NC12 (some centres not stated),x,x,-3%,2.2%,-14%,x,-3%,1%
COc1ccccc1-c1ccc(Nc2cccc(C(F)(F)F)c2)nn1,-4%,4%,-2%,-1.0%,3%,-8%,0%,6%
CCOCCCNC(=S)N1CCC(NC(=O)c2ccco2)CC1,-11%,7%,-10%,0.5%,7%,-9%,0%,1%
O=C(NCc1ccco1)C(=O)NCC1OCCCN1S(=O)(=O)c1ccc(Cl)cc1 (configuration not stated),-2%,-1%,-9%,1.1%,-4%,-2%,u,-7%
OCCC1CN(Cc2cnn(-c3ccc(F)cc3)c2)CCN1Cc1ccsc1 (configuration not stated),-4%,3%,2%,1.0%,-6%,-9%,-1%,-4%
CC(C)(C)n1nnnc1C(c1cccs1)N(Cc1ccccc1)Cc1ccco1 (configuration not stated),-11%,u,-4%,2.6%,-12%,u,u,4%
c1ccc2c(Nc3nnc(-c4ccncc4)s3)cccc2c1,-5%,-1%,-1%,-1.2%,u,-25%[46.1 µM],8%,7%
O=C(N/N=C\c1cccs1)c1ccccc1-n1cccc1,5%,-7%,x,-0.5%,-5%,-2%,-6%,8%
C=CCn1c(SCc2cccc(F)c2)nc2cc(C(=O)N3CCC(C(N)=O)CC3)ccc2c1=O,4%,-8%,8%,0.9%,-8%,3%,u,4%
CC(C)(C)NC(=O)C(=O)NNC(=O)C12CC3CC(CC(C3)C1)C2,-2%,1%,6%,0.0%,-2%,-5%[46.1 µM],-8%,7%
Cc1ccc(NC(=O)Cc2c(Cl)cccc2Cl)cc1S(=O)(=O)N(C)C,8%,-7%,-5%,-0.3%,-20%,-9%,-1%,-5%
CCc1ccccc1N(C(C)=O)c1nc(CCl)cs1,-8%,4%,-1%,-2.3%,-2%,-2%,4%,3%
CCCCCCCCCCCC(CC1OC(=O)C1CCCCCC)OC(=O)C(CC(C)C)NC=O (configuration not stated),x,x,-13%,-1.3%,-26%,x,-2%,-18%
Cc1cc(O)ccc1Nc1nc(-c2cccs2)cs1,32µM*,3%,-2%,0.9%,25µM*[quencher],-25%,-2%,-16%
COc1ccccc1CNC(=O)CSc1nc2ccccc2c(=O)n1CCCN1CCOCC1,17%,u,-2%,1.1%,-7%,-21%,6%,-20%
CCS(=O)(=O)N1CCC(C(=O)NCCCN2CCCCCC2)CC1,14%,4%,4%,7.3%,-4%,-7%[46.1 µM],6%,6%
CCCCCC1CC(=O)C=C(C)C1C(=O)OC (configuration not stated),7%,-9%,2%,0.2%,2%,-4%,-9%,6%
CC(C)(C)[C@@H]1C=C(C(=O)Nc2ccccc2)O[C@H](OCc2ccc(CO)cc2)C1,-22%,x,-3%,-1.5%,-21%,u,u,6%
COC(=O)c1ccc(C(=O)OC)c(NC(=S)N2CCC(C(N)=O)CC2)c1,17%,9%,1%,-0.9%[10.1 µM],9%,4%,u,7%
O=C(Cc1coc2ccc3ccccc3c12)NC1CCCc2ccccc21 (configuration not stated),10%,-6%,5%,3.2%,-16%,-39%,2%,0%
COC(=O)c1ccc(NC(=O)CN2CCCC2)cc1,4%,2%,-11%,0.0%,4%,0%[46.1 µM],2%,1%
COc1cc(NC(=O)c2cccnc2SC)cc(OC)c1,4%,-2%,6%,-1.3%,-8%,6%,6%,10%
Cc1ccc(S(=O)(=O)N/N=C2/CC(c3ccccc3)Oc3ccccc32)cc1 (configuration not stated),-26%,-4%,-2%,0.3%,-18%,u,u,8%
CC(=O)Nc1ccc(NC(=O)CCNS(=O)(=O)c2cccc3nsnc23)cc1,1%,-1%,-2%,3.2%&0.8%,0%&-5%,10%,13µM*,6%
C#CCCCO/N=C1/C[C@@H](O)[C@@H](O)[C@@H]2[C@@H]3C(=O)N(Cc4ccc5c(c4)OCO5)C(=O)[C@H]3CC[C@H]12,x,x,2%[17.4 µM],0.0%[10.1 µM],2%[11.6 µM],x,-6%[13.5 µM],-3%[17.5 µM]
O=C(NC(CSSCC(NC(=O)c1ccccc1)C(=O)O)C(=O)O)c1ccccc1 (configuration not stated),-6%,x,0%,4.7%,-5%,-9%,-1%,5%
COCCCn1c(Cc2csc(Nc3ccccc3)n2)nnc1SCC(N)=O,u,-2%,-2%,-2.1%,-4%,-5%[46.1 µM],-2%,-10%
COc1cc(OC)c(S(=O)(=O)Nc2ccccc2N2CCCCC2)cc1NC(C)=O,-6%,x,8%,4.5%,-11%,2%,x,17%
COc1cccc(/C(O)=C2\C(=O)C(=O)N(c3ccccn3)C2c2cccc(OC)c2OC)c1 (configuration not stated),-2%,u,0%,-1.4%,-1%,-11%[46.1 µM],u,-15%
CCOc1ccccc1OCC(=O)Nc1nnc(C)s1,3%,7%,2%,-0.9%,-10%,0%[46.1 µM],10%,0%
O=C1CC(N(CCc2ccccc2)C(=S)Nc2ccccc2)C(=O)N1c1ccccc1 (configuration not stated),0%,0%,8%,1.0%,u,-42%,-6%,9%
Cc1c(NC(=O)C(=O)/C=C(\O)c2ccc(Cl)cc2)c(=O)n(-c2ccccc2)n1C,u,-3%,4%,0.1%,10%,1%,-10%,6%
